High-throughput results (PubChem BioAssay)
ROCK2 inh = inhibitors of human Rho kinase 2. purified ROCK2, Kinase-Glo ATP depletion luminescence. inhibition, % at 6 µM. 0.35% of 60,000 active. AID 604. O75116;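 active = inhibition above the screen-wide mean inhibition plus 3 SD, cut at about 18% in these data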;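 note: plate controls were DMSO wells for no effect and Y-27632 control wells after no-enzyme background subtraction for full effect; many of its hits are not listed in these tables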
C1s block = human complement C1s inhibition. 0.16% of 62,000 active. purified C1s, fluorogenic AMC substrate, pooled mixtures. mean inhibition % of two 10-compound mixtures (active compounds read high), % at 5 µM (by protocol);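 active = inhibition above 20% in each of the two 10-compound mixture wells holding the compound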;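 note: 0% = enzyme wells lacking compound mixture and 100% = no-enzyme blank wells; some compounds called inactive have numbers as strong as hits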
CatB mix inh = human cathepsin B inhibition by mixtures; Purified cathepsin B, AMC dipeptide fluorescence, compound mixtures; 0.06% of 62,000 active; inhibition, %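 (ten-compound pools at 5 µM per compound and 50 µM total)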; AID 488; in the data active = inhibition above about 22%, passing the limit was not always enough; inconclusive = no clear call, values can overlap the other calls;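 note: 0% = enzyme without compound and 100% = no enzyme blank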
Her2 expr inh = Her2 kinase expression inhibition | P04626 | SKBR-3 HER2 protein level, AlphaScreen, 18-24 h; active compounds read low | 0.69% of 65,000 active | HER2 level % of control, % at 10 µM;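 active = HER2 level under 5% of the carrier-only control; inconclusive = no clear call, values can overlap the other calls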;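 note: 100% = DMSO carrier and 0% = 500 nM PU-H71 HSP90 inhibitor; lower value means stronger loss of Her2 protein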
Target sequence (P04626 whole entry, looked up): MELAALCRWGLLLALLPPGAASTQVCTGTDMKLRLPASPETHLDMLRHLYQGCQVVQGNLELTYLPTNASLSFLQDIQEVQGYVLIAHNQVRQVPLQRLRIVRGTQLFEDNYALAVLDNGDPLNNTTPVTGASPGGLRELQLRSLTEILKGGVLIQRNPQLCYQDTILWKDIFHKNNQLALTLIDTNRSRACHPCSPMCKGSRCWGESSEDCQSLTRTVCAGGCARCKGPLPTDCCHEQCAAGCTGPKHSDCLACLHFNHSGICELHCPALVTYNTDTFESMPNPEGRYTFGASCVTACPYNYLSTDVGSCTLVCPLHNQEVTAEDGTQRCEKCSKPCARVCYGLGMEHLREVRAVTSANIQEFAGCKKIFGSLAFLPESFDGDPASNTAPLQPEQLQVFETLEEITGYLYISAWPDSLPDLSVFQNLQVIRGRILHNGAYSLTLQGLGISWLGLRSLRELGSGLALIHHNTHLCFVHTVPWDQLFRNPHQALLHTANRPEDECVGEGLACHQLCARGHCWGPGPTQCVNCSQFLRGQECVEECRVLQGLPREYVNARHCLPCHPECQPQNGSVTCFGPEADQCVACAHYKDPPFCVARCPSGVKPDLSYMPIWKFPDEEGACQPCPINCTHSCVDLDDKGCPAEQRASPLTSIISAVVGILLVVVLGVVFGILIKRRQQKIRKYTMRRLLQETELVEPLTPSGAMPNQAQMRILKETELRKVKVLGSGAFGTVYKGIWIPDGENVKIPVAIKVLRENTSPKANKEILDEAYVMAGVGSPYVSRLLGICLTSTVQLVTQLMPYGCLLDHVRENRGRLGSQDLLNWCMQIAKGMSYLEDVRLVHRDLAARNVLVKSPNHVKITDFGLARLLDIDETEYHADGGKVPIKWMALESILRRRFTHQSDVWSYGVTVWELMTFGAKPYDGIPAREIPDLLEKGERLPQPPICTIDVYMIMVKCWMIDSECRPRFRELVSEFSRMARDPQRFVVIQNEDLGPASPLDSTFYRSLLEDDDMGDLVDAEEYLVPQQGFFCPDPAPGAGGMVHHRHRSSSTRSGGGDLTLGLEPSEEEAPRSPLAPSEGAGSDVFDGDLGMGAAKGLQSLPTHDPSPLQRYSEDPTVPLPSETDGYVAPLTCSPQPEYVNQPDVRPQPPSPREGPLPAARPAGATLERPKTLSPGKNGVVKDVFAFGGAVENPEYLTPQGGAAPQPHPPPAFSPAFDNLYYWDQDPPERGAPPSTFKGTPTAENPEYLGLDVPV
CatL inh = inhibitors of human cathepsin L; inhibition, %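 (tested at 10 µM)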; AID 460; 0.17% of 58,000 active; purified cathepsin L, fluorogenic substrate, fluorescence; P07711; in the data active = inhibition above about 45%;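 note: 0% = enzyme with no compound and 100% = no enzyme blank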
CatS block = inhibitors of human cathepsin S. AID 501. recombinant cathepsin S, AMC dipeptide fluorescence, pooled mixtures. 0.06% of 62,000 active. inhibition, %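 (tested at 5 µM per compound within 10-compound mixtures)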. P25774; in the data active = inhibition above about 32%, passing the limit was not always enough; inconclusive = no clear call, values can overlap the other calls;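 note: 0% = enzyme without compound and 100% = blank without enzyme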
PKA kinase inh = inhibitors of human protein kinase A | PKA Kemptide phosphorylation, Kinase-Glo ATP luminescence | inhibition, % at 6 µM | 0.1% of 65,000 active | AID 524;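 active = inhibition above the screen-wide mean inhibition plus 3 SD, cut at about 21% in these data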; note: many of its hits are not listed in these tables
CatB inh = blocks human cathepsin B protease activity; 0.1% of 63,000 active; purified cathepsin B, fluorogenic substrate, fluorescence; AID 453; P07858; inhibition, %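 (tested at 10 µM)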; in the data active = inhibition above about 21%;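 note: 0% = enzyme with no compound and 100% = no enzyme blank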
CatG inh = inhibitors of human cathepsin G. P08311. AID 581. inhibition, % at 5 µM (by protocol). purified enzyme, AMC-tetrapeptide fluorescence, pooled mixtures. 0.2% of 62,000 active;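 active = inhibition above 20% in each of the two mixture wells holding the compound; inactive = inhibition of 20% or less in either well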;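 note: 0% = enzyme control without mixture and 100% = blank lacking enzyme; strong numbers were not always called active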
Starred values were filed as active, the others as inactive; ? = inconclusive; . = not tested or not shown.

ROCK2 inh	C1s block	CatB mix inh	Her2 expr inh	CatL inh	CatS block	PKA kinase inh	CatB inh	CatG inh	SMILES
.	15.9	3.2	114.1	2.7	11.2	4.3	3.8	9.0	Cc1ccc(C)c(SCC(=O)OCC(=O)Nc2ccc(S(=O)(=O)N3CCOCC3)cc2)c1
-8.0	3.1	4.2	90.6	-6.2	-5.1	-5.0	-2.7	7.9	COc1ccccc1-n1c(CNC(=O)c2ccco2)nnc1SCC(=O)Nc1cc(C)ccc1C
11.8	.	.	91.0	-4.7	.	2.0	8.9	.	COc1ccc(-c2nn(C)c(=O)c3ccccc23)cc1NS(C)(=O)=O
6.5	-63.8	-6.2	46.3	-4.1	-17.0	13.8	-6.2	-11.6	O=C(N1CCN(c2ccccc2)CC1)C12CC3CC(CC(C3)C1)C2
3.3	.	.	43.8	-7.0	.	2.3	-1.3	.	CCOC(=O)C(C)Sc1nc(-c2cccs2)ccc1C#N (stereo not given)
4.0	-36.0	-3.7	104.9	13.6	-6.3	13.3	5.1	-0.1	CCC(c1nnnn1Cc1ccco1)N(CCN1CCOCC1)Cc1cc2cc(C)ccc2[nH]c1=O (stereo not given)
-18.7	.	.	82.4	4.0	.	-3.5	2.2	.	O=C(c1ccc2c3c(cccc13)C(=O)N(O)C2=O)N1CCCCC1
5.4	-92.3	-7.5	89.0	1.7	-4.3	7.0	-2.7	-4.9	O=C(CSc1nnc(C2COc3ccccc3O2)o1)N1CCCc2ccccc21 (stereo not given)
.	-2.1	0.2	.	-0.6	-2.9	9.4	0.0	3.6	O=C(C1CC1)N1CCc2cc(Br)cc(S(=O)(=O)N3CCN(c4ccccn4)CC3)c21
.	0.3	2.1	102.3	-3.6	-3.2	-1.6	-6.1	-2.6	COc1ccccc1N1CCN(c2ccc(-c3ccccc3)nn2)CC1
6.3	-14.8	3.1	117.0	24.1	13.3	12.8	6.1	14.0	Cc1nc2sc(C(c3ccc(Cl)cc3)N3CCN(c4ccccc4F)CC3)c(O)n2n1 (stereo not given)
1.6	0.5	5.7	75.6	16.5	8.0	-0.2	-0.8	2.2	Cc1ccc(-c2csc(N(CCCN3CCOCC3)C(=O)c3ccco3)n2)cc1
-2.9	4.7	6.1	91.3	12.5	14.3	5.2	-0.4	9.3	CCOC(=O)C1=C(CC)Nc2ccccc2N=C1NC(=O)Cn1cnc2ccccc2c1=O
-9.3	10.2	1.7	89.1	-13.7	-8.1	-13.4	0.0	8.1	COC(=O)c1ccc(-n2nnnc2SCc2ccccc2OC)cc1
4.5	0.6	-0.8	58.0	6.9	4.7	10.2	-1.3	1.6	COc1ccc(-c2csc3ncnc(NCCN4CCOCC4)c23)cc1
4.5	10.4	2.1	95.0	7.3	-11.6	12.2	2.3	9.6	CCOC(=O)CN(C(=O)CSc1nnc(COc2ccc(OC)cc2)n1C)c1ccccc1
-1.4	-7.0	-0.3	112.7	3.1	16.5	-6.1	1.6	-0.2	O=C(O)Cn1c(O)c(C=Nc2ccccc2)sc1=S
8.8	.	.	107.0	-32.0	.	5.0	3.9	.	C=C1c2cc(OC)ccc2NC(=O)N1CC
.	-3.9	0.2	127.0	-0.3	5.1	14.3	-1.9	-0.2	COc1ccccc1N1CCN(c2cc(=O)n(-c3ccc(Br)cc3)c(=O)[nH]2)CC1
7.0	20.0	-2.9	102.9	16.8	-1.4	3.9	0.9	20.2	O=C(Cc1cccs1)N1CCCC(c2nc3c(nnn3Cc3ccccc3Cl)c(=O)[nH]2)C1 (stereo not given)
.	-1.3	1.3	68.3	-3.6	5.6	-2.3	2.9	-2.1	CCN(C(=O)COc1ccccc1)c1nnc(-c2cccnc2)s1
-3.9	7.5	3.3	133.0	-6.9	-5.5	5.9	-2.6	-2.0	CCS(=O)(=O)N1CCCC(c2nc(-c3cccc(OC)c3)no2)C1 (stereo not given)
2.0	-26.1	4.7	118.9	15.7	-8.9	-3.4	-1.6	-7.1	O=C(NCCN1CCOCC1)C1CCC(=O)N1Cc1ccccc1Cl (stereo not given)
-0.7	-10.3	-0.3	92.5	.	15.2	-10.1	0.1	-2.7	Cc1ccc(NC(=O)CC2Oc3ccc(C)cc3NC2=O)cc1 (stereo not given)
.	6.4	-2.6	112.8	12.2	1.7	8.4	2.6	2.5	N#CCCn1c(SCC(=O)NCCc2ccc(F)cc2)nc2ccccc21
0.8	-3.7	-3.4	84.1	1.9	-6.7	0.6	-2.1	-3.5	CCOC(=O)C1CCCN(CC(=O)Nc2c(C(=O)OC)[nH]c3ccc(Cl)cc23)C1 (stereo not given)
7.0	-2.5	5.6	64.3	-1.1	-1.0	3.5	-2.0	2.0	CCOC(=O)c1sc(NCC2CCCO2)nc1C (stereo not given)
2.2	4.4	-3.5	75.3	11.2	-7.0	-0.7	-0.4	1.2	COc1ccccc1C(c1nnnn1CS(=O)(=O)c1ccc(C)cc1)N1CCSCC1 (stereo not given)
.	-7.0	3.7	93.1	2.3	10.8	-3.3	4.2	6.6	O=c1c2cc(N3CCOCC3)ccc2[nH]c(=S)n1CCCN1CCN(c2ccccc2F)CC1
1.6	5.0	5.7	105.1	-4.5	-2.9	7.2	-5.2	7.1	CN(C)c1ccnc(NCc2ccccc2)c1C#N
5.8	-5.7	4.7	62.2	-0.4	?	7.2	4.6	-5.0	CCOc1ccccc1-n1nnnc1SCC(=O)Nc1cc2oc3ccccc3c2cc1OC
0.1	-18.0	4.4	101.7	21.5	0.6	1.4	3.7	8.8	CC1(C)C(=O)Nc2ccccc2N1C(=O)COc1ccc(S(=O)(=O)N2CCOCC2)cc1Cl
-4.9	15.0	5.1	125.7	-3.5	-0.9	2.2	1.8	13.7	CCC(=O)Nc1c(C)c(CC)nc2ccccc12
2.9	3.9	-0.6	100.6	-2.3	-3.0	7.1	-2.3	-2.3	O=C1[C@@H]2Cc3ccccc3CN2C(=O)N1c1cccc(F)c1
7.1	-46.3	3.3	91.2	6.7	?	5.8	1.7	2.6	CCCS(=O)(=O)NCCc1cc2cc(C)c(C)cc2[nH]c1=O
2.2	-3.4	4.0	55.1	2.8	-3.1	7.4	1.0	7.1	c1cncc(-c2nnc(-c3cccnc3)nn2)c1

An excerpt of the results above:
ROCK2 inh	C1s block	CatB mix inh	Her2 expr inh	CatL inh	CatS block	PKA kinase inh	CatB inh	CatG inh	SMILES
8.8	.	.	107.0	-32.0	.	5.0	3.9	.	C=C1c2cc(OC)ccc2NC(=O)N1CC
.	-3.9	0.2	127.0	-0.3	5.1	14.3	-1.9	-0.2	COc1ccccc1N1CCN(c2cc(=O)n(-c3ccc(Br)cc3)c(=O)[nH]2)CC1

More results follow.
ROCK2 inh	C1s block	CatB mix inh	Her2 expr inh	CatL inh	CatS block	PKA kinase inh	CatB inh	CatG inh	SMILES
1.1	9.5	3.7	88.4	9.7	-1.4	-2.2	-0.3	8.0	Cc1ccc(Sc2oc(/C=N/n3cnnc3)cc2Br)cc1
4.5	-4.0	-0.6	108.5	-3.6	4.6	2.5	-2.7	-4.4	CCCn1nc(NC(=O)c2ccco2)c2cc3ccc(C)cc3nc21
.	2.8	1.7	81.0	5.3	47.5	3.0	7.9	6.1	Cc1cc(-n2c(C)cc(C(=O)CSc3ncnc4ccccc34)c2C)no1
-0.4	-3.6	5.0	91.5	5.8	5.8	-2.9	3.6	7.0	COc1ccc(OC)c(-n2c(N)c(C(=O)NCC3CCCO3)c3nc4ccccc4nc32)c1 (stereo not given)
4.8	7.8	1.6	27.5	4.9	-19.8	5.0	2.3	9.3	Cc1nc(Nc2ccccc2)[nH]c(=O)c1CCC(C)C
2.8	-35.4	5.5	87.4	.	9.0	1.1	-1.1	-1.3	CCOC(=O)C1CCN(C(=O)CN(c2cc(OC)ccc2OC)S(=O)(=O)c2ccccc2)CC1
2.0	-22.1	4.5	79.9	23.4	9.1	-2.2	3.0	6.2	CCCc1noc2c1C(c1ccoc1)C(C#N)=C(N)N2 (stereo not given)
-0.2	-90.3	-11.7	71.0	-1.2	-11.7	9.0	5.7	-15.2	CCOc1ccc(NC(=O)c2ccccc2O)cc1
6.5	16.2	1.5	125.0	10.3	1.3	-0.1	-1.5	12.4	O=C(Nc1ccccc1)c1cccc(N2C(=O)CCC2=O)c1
3.2	-8.9	5.5	90.8	26.8	6.9	4.4	5.4	9.0	COc1cc(NS(=O)(=O)c2ccc(F)cc2)c(OC)cc1NC(C)=O
0.8	-29.0	7.4	100.4	-5.9	10.2	5.1	7.3	-8.6	Clc1cc(Br)ccc1OCCOCCN1CCOCC1
-1.7	-4.0	0.2	159.7	-0.1	10.4	-1.1	-1.6	8.6	Cc1ccc(-n2ncc3c(=O)n(Cc4ccccn4)cnc32)cc1C
1.0	-7.0	4.3	92.0	15.7	22.5	2.3	9.1	-1.3	CC(C)(C)NC(=O)CN(C(=O)C1CSC(=O)C1)c1ccc2c(c1)OCCO2 (stereo not given)
11.7	5.0	1.5	-19.1*	2.9	-7.0	14.0	2.7	5.5	CC(C)N(Cc1nc(-c2ccccc2)no1)C(=O)CN1C(=O)c2ccccc2C1=O
2.9	-86.8	-11.7	84.9	.	-15.2	6.2	1.8	-3.9	Cn1nc(C(=O)N2CCCC2)c2ccccc2c1=O
-5.1	23.1	5.9	104.5	6.2	-5.7	3.6	2.5	8.6	COc1cccc(C2C(C(N)=O)=C(C)Nc3nc(-c4ccccc4Cl)nn32)c1 (stereo not given)
9.7	9.9	2.2	88.2	-13.3	-10.8	6.1	-0.9	7.6	Cc1nc2nc(CSc3nnc(C)s3)cc(=O)n2[nH]1
8.3	10.7	2.3	98.2	-3.4	4.8	8.7	0.0	8.5	CC(=O)c1cccc(NC2c3ccccc3C(=O)N2Cc2ccc3c(c2)OCO3)c1 (stereo not given)
-6.3	-6.6	-4.0	104.2	12.7	7.4	-6.5	-0.9	-0.8	Cc1nc(C)c(C(=O)Nc2ccccc2-c2ccccc2)o1
3.5	-23.9	-4.8	86.2	.	-7.5	3.8	1.8	-9.4	O=C(Cn1ncc2c(=O)oc3ccccc3c21)NCCN1CCN(c2ccccc2F)CC1
-0.4	-0.6	1.6	92.5	3.4	-5.4	2.8	-0.2	-1.9	CCOC1(C(F)(F)F)NC(=O)N(Cc2ccc(OC)cc2)C1=O (stereo not given)
4.6	15.1	2.9	100.9	3.9	1.5	4.0	0.5	12.7	Cn1c2c(c(=O)n(C)c1=O)C(NC(=O)C(C)(C)C)(C(F)(F)F)C(=O)N2 (stereo not given)
6.5	0.2	4.1	100.8	-2.5	0.4	15.9	-1.2	-3.1	NC1=NC2(CCC(c3ccccc3)CC2)n2c(nc3ccccc32)N1 (stereo not given)
2.4	-2.7	-3.1	80.6	0.8	-5.9	1.8	-2.0	5.3	Cc1ccc(S(=O)(=O)NCC2CCC(C(=O)NCCCN3CCOCC3)CC2)cc1 (stereo not given)
7.1	14.0	7.7	115.7	2.7	15.1	1.5	3.8	11.1	COC(=O)c1ccc(CSc2ccccc2C)o1
2.8	12.2	3.3	52.3	18.8	13.4	6.3	1.8	9.7	C=CCOC(=O)C1=C(C)NC(=O)NC1c1ccc(Cl)cc1 (stereo not given)
.	-1.2	2.3	67.3	-4.6	2.0	5.1	2.8	0.2	Cc1csc(N(C)C(=O)CSc2nnc(COc3ccccc3C)o2)n1
.	-53.7	3.0	115.5	7.6	6.6	3.4	6.0	4.0	O=C(CSc1c[nH]c2ccccc12)N1CCOCC1
1.0	.	.	109.8	8.9	.	-2.1	2.4	.	Cc1nc2c(c(N3CCOCC3)n1)OCC(=O)N2
0.7	-2.8	-3.9	110.3	6.2	-8.6	-0.2	-3.4	-25.6	Nn1c(SCC(=O)Nc2ccc(F)cc2F)nnc1-c1cccnc1
-1.3	-2.8	-3.9	61.7	.	-1.5	9.5	0.4	-1.7	COc1ccc(OC)c(Nc2cc(C)nc3ccccc23)c1

The list is partial (hit frequency here may not be typical).
